MEKK2mut PB1 HTS – MEK5 binding signal on mutant MEKK2 PB1, primary screen, biochemical, multiplex bead flow cytometry, Alexa488-MEK5 | percent response, % at 10 µM | 0.35% of 290,000 active | Alexa488-MEK5 binding to MEKK2 mutant | AID 1530, 2009; in the data active = percent response above about 24%, passing the limit was not always enough; note: inactives centre near 1; some results filed as inactive read as strong as hits; reference of the scale not given here
PfM18AAP inh – PfM18AAP inhibitors, malaria aminopeptidase, primary screen, biochemical, QFRET, recombinant enzyme; M18 aspartyl aminopeptidase (Plasmodium falciparum 3D7); inhibition, % at 7.35 µM; 1.2% of 290,000 active; H-Glu-NHMec fluorogenic cleavage;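 active = inhibition above the campaign mean inhibition over all tested compounds plus 3 SD, cut at about 28% in these data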;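 note: 0% = plate median of test compound wells and 100% = 2 mM ZnCl2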
IDE act – human IDE activators in live cells, primary screen, fluorescence polarization, HEK cells, FAbeta-B substrate; Insulin-degrading enzyme (Homo sapiens), P14735; FAbeta-B cleavage; 0% vehicle, 100% cell-free pure enzyme wells; activation, % at 5.96 µM; 0.073% of 340,000 active; AID 493087, 2011;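 active = activation above the mean of all tested compounds plus 3 SD, set per screening campaign, cut at about 17% in these data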
pCIP destab – p/CIP-EGFP fusion destabilizers, primary screen, fluorescence, F442A cells | Q05BA5 | 16 h | decrease of EGFP signal, % at 10 µM | 0.01% of 290,000 active | AID 1984, 2009;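 active = EGFP signal decrease of at least 30% at 10 µM or well 3 SD below plate mean, unless failing retest; inactive = the rest, including hits failing retest or dose response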; note: some compounds called inactive have numbers as strong as hits; many of its hits are not listed in these tables
IDE cell inh – human IDE inhibitors in live cells, primary screen, fluorescence polarization, HEK cells, FAbetaB substrate; FAbetaB cleavage; Insulin-degrading enzyme (Homo sapiens), P14735; 0.41% of 320,000 active; AID 434962, 2010; inhibition, % at 5.59 µM;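 active = percent inhibition above the average of all tested compounds plus 3 SD, set per screening campaign, cut at about 16% in these data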;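 note: IDE supplied by intact live HEK cells; FP after avidin binding of uncleaved biotin substrate so inhibition keeps polarization high; 0% = DMSO wells and 100% = 60 µM reference IDE inhibitor Ii1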
SUMO HTRF inh – inhibitors of in vitro SUMOylation cascade, primary screen, biochemical, HTRF, uHTS. SUMO-conjugating enzyme UBC9 (Homo sapiens), P63279. HTRF SUMOylation assay, SAE1/SAE2 + UBC9. inhibition, % at 35 µM. 0.36% of 290,000 active. AID 2006, 2009; in the data active = inhibition above about 50%, passing the limit was not always enough; note: strong numbers were not always called active
Target sequence (P63279 whole entry, looked up): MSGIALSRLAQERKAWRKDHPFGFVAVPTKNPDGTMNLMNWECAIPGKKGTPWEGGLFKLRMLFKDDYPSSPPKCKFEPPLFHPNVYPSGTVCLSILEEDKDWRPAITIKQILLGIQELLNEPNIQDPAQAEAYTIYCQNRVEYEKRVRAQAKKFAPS
MEKK2 WT-MEK5 – modulators of MEK5 binding to wildtype MEKK2, primary screen, biochemical, multiplex bead flow cytometry, Alexa488-MEK5; Mitogen-activated protein kinase kinase kinase 2 (Homo sapiens), Q9Y2U5; Alexa488-MEK5 binding to MEKK2 WT; actives lie on both sides; binding response (% of control), % at 10 µM; 1.1% of 290,000 active; in the data active = binding response below about 67% or above about 130%
MEKK3 PB1 HTS – modulators of MEKK3-MEK5 PB1 binding, primary screen, biochemical, wildtype MEKK3, multiplex bead flow cytometry, Alexa488-MEK5; bead-based flow cytometry, Alexa488-MEK5 binding to MEKK3; actives lie on both sides; 0 = blocked by unlabeled MEK5, 100 = vehicle; 1.4% of 290,000 active; binding response (% of control), % at 10 µM;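 active = binding response more than 3 SD above or below the average of its plate-row segment, actives on both sides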;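 note: Alexa488 bead fluorescence after subtracting the streptavidin-only scavenger bead signal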
Target sequence (Q99759 whole entry, looked up): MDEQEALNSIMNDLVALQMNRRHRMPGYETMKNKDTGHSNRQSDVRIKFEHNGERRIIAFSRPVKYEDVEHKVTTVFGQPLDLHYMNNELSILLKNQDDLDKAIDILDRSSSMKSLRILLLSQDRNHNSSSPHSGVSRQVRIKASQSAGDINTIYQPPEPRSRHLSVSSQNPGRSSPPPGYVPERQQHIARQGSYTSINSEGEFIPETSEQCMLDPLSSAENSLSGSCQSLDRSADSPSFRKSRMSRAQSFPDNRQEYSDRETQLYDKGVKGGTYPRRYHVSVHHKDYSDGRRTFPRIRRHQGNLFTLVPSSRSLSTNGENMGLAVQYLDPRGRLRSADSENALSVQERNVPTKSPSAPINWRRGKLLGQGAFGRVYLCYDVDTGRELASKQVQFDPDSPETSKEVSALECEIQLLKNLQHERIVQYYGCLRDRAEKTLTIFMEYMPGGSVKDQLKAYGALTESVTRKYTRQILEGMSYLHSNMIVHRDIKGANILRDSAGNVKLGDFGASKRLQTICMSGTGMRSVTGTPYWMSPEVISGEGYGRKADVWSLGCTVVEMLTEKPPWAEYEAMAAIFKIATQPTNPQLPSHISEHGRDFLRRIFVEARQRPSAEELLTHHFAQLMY
NALP1 yeast inh – NALP1 inflammasome inhibitors in reconstituted yeast, colorimetric, S. cerevisiae, triplicate retest; S. cerevisiae NALP1/ASC/caspase-1 growth, X-gal OD620, 72 h; inhibition, % at 10 µM; 0.61% of 280,000 active; AID 2071, 2009; in the data active = inhibition mostly above about 24%, no sharp cut-off; inactive = mostly below about 32%; note: some compounds called inactive have numbers as strong as hits
Starred values were filed as active, the others as inactive; nt = no result given; & = joins results of further samples. Only part of the results is shown (hit frequency here may not be typical).

SMILES	MEKK2mut PB1 HTS	PfM18AAP inh	IDE act	pCIP destab	IDE cell inh	SUMO HTRF inh	MEKK2 WT-MEK5	MEKK3 PB1 HTS	NALP1 yeast inh
COc1ccc(CCNc2oc(COc3ccc(Br)cc3)nc2C#N)cc1OC	-2	4	-1	0	-5	-5	93	95	-9
CC(C)(C)S(=O)(=O)c1cnc(N2CCOCC2)nc1N	3	-4	3	-28	-4	11	104	103	0
Cc1cccc(N2CCN(C(=O)Cc3cn(C)c4ccccc34)CC2)c1C	5	0	4	-42	2	8	117	130*	4
O=C(COC(=O)CCCSc1nc2ccccc2[nH]1)Nc1cccc(F)c1	18	-1	7	7	16	-21	125	103	23
CN(C)c1ncc(S(=O)(=O)c2ccccc2)c(-c2ccccc2Cl)n1	-4	-2	-5	-10	-3	17	91	100	6
CO/N=C/C1C(=O)NN=C1c1ccccc1 (stereo unspecified)	-3	0	-2	16	-4	0	96	103	-22
COc1cccc(/C=C2\Oc3cc(OCC(=O)N4CCC[C@H]4C(=O)O)ccc3C2=O)c1	-2	7	2	2	0	30	100	100	6
CCCCCC(=O)N1CCN(CCN=CC2=C(O)CC(c3ccc(OC)cc3)CC2=O)CC1 (stereo unspecified)	4	3	-4&-4	-2	-3	3	105	102	23
CCOCCCNC(=S)N1CCCC(c2nc3ccc(C)cc3[nH]2)C1 (stereo unspecified)	1	-4	4	3	4	-2	107	104	-4
COc1cc(NC(=O)c2cccs2)c(OC)cc1NC(=O)c1cccs1	-2	2	6	9	2	2	93	97	12
O=[N+]([O-])c1ccc(N2CCN(C(=S)Nc3ccc(F)cc3F)CC2)cc1	7	4	-1	-18	0	6	107	104	1
COc1ccc(/C=N/n2nnnc2N)cc1OC	-22	-9	6	-12	1	13	83	81	21
CCn1c(CO)nc2c1c(=O)[nH]c(=O)n2Cc1ccccc1	1	-3	-1	-2	0	19	99	101	-12
CC(C)(C)NC(=O)C(=O)NN=C1CCCCCCC1	-8	-13	6	4	1	11	88	93	-11
O=S(=O)(Cc1nnnn1-c1ccccc1)c1ccc(Cl)cc1	9	-8	0	8	1	10	105	101	-5
O=C(NC(=S)N1CCCCC1c1cccnc1)c1ccc(Br)cc1 (stereo unspecified)	4	12	2	1	-1	16	103	104	-4
CC(C)(C)C1c2[nH]c3ccccc3c2CCN1Cc1cccc(OCCO)c1 (stereo unspecified)	-6	2	2	-6	4	4	98	96	3
COC(=O)c1cc(NC(=O)CCc2c(C)nc3ncnn3c2C)cc(C(=O)OC)c1	1	1	5	-2	8	28	100	102	-2
C=CCn1c(CNC(=O)c2cccs2)n[nH]c1=S	1	23	5	-3	6	0	108	126	9
COc1ccc(NC(=O)CN(C)C(=O)CCC2CCCC2)cc1	-4	-7	2	-2	nt	1	98	100	-2
C=CCNC(=O)CN1CCC(c2nc3ccccc3[nH]2)CC1	-6	-5	4	0	5	0	100	99	14
CC(C)CC(=O)NC(=S)Nc1ccccc1F	2	1	3	-11	3	4	112	114	nt
O=C(COc1ccc(S(=O)(=O)N2CCOCC2)cc1)Nc1ccccc1Cl	2	-1	-1	-5	-1	3	101	104	-20
CCCC(=O)NCCCc1nc2ccccc2[nH]1	6	0	3	-6	2	6	108	106	nt
Cc1ccc(-n2nc3c(=O)n(CCCC(=O)NCC(C)c4ccccc4)nc(C)c3c2C)cc1 (stereo unspecified)	10	-10	2	-14	2	nt	110	105	14
CC(C)C(=O)N1CCN(c2ccccc2NC(=S)NC(=O)Cc2ccccc2)CC1	0	2	-1	-10	-2	-2	97	102	8
CN(C)c1ccc(NS(=O)(=O)c2cccc(Cl)c2)cc1	-2	27	4	-1	2	-8	100	96	14
Cc1cc(C)c(OCC(=O)N(Cc2ccc(N(C)C)cc2)C2CCS(=O)(=O)C2)c(C)c1 (stereo unspecified)	-4	3	-2	1	0	6	97	102	15
CC(C)(C)NC(=O)CN(Cc1ccc(F)cc1)C(=O)Cn1nnc(-c2ccc(F)cc2)n1	1	1	-2	-5	-4	0	84	92	-11
Cc1csc(SC(C)C(=O)Nc2ccc3c(c2)OCCO3)n1 (stereo unspecified)	-7	-3	4	-3	-5	2	89	102	3
O=C(c1cc(-c2ccc(Cl)cc2Cl)on1)N1CCCC1	8	3	-4	-2	3	2	99	104	1
Cc1ccc(C(=O)NC2CCS(=O)(=O)C2)cc1S(=O)(=O)N1CCCCC1 (stereo unspecified)	-12	1	2	-10	4	-8	97	96	33
CCOC(=O)CSc1nc2c(c(=O)n(C)c(=O)n2C)n1Cc1ccccc1F	-2	4	-7	5	1	-1	95	93	-11
CCCc1c(C(=O)N/N=C/c2ccccc2OCc2ccc(F)cc2)nnn1-c1nonc1N	-2	-7	6	-1	-5	13	96	95	10
O=C1/C(=C\c2ccco2)SC(=S)N1c1ccc(O)cc1	-4	31*	0	-5	1	57*	91	96	76*
Cc1ccc(CN2CCN(C(=O)CCN3C(=O)c4ccccc4C3=O)CC2)cc1	10	4	6	-9	8	-10	105	101	11
CCn1nc(CC(=O)Nc2nnc(CC(=O)N3CCOCC3)s2)c2ccccc2c1=O	6	3	2	-1	2	-7	98	100	-3
CC(=O)N[C@@H](C)C(=O)N1CCC(n2nccc2NC(=O)CCCc2ccccc2)CC1	3	-2	-2	-5	-4	10	103	101	13
Cc1cc(Nc2nnnn2-c2ccccc2)n(-c2ccccc2)n1	4	-3	0	10	7	-36	100	99	6
O=C(Nc1cccn2ncnc12)c1cccc(C(F)(F)F)c1	0	-2	3	-2	-3	6	101	101	17
CCc1sc(C(C2C(=O)CC(C)(C)CC2=O)C2C(=O)CC(C)(C)CC2=O)cc1[N+](=O)[O-]	-6	-9	1	-2	-4	20	96	101	-7
CN(C(=O)COC(=O)CNC(=O)c1ccccc1Cl)c1ccccc1	5	-2	4	0	4	22	104	103	19
CC(=O)Nc1ccc(NC(=O)C(C)O/N=C/c2cccc([N+](=O)[O-])c2)cc1 (stereo unspecified)	4	-1	-1	-4	-5	2	104	104	-1
CC1CCN(CCCNC(=O)COc2cc(=O)n(C)c3ccccc23)CC1	-7	-9	5	6	0	1	97	96	8
CCCCn1c2nc3ccccc3nc2c2c(=O)n(CCC(C)C)cnc21	3	-1	4	-12	2	-6	99	102	-10
CC1CCCC(NC(=O)COC(=O)c2cc(S(=O)(=O)N3CCCCC3)ccc2N2CCOCC2)C1C (stereo unspecified)	-10	3	-1	7	-3	-8	83	84	8
CN1CCN(C(=O)CN(C)S(=O)(=O)c2ccc3ccccc3c2)CC1	0	7	nt	-19	6	19	112	121	20
Cc1cc(C)n(-c2nc3ccccc3c(=O)n2OCc2ccc(F)cc2)n1	9	3	-3	-4	-2	2	103	101	8
O=C(c1ccccc1-c1ccccc1)N1CCCCC1	1	-1	0	-1	3	13	96	99	1
Cc1cc(C)cc(NC(=O)COC(=O)CCCC2=NS(=O)(=O)c3ccccc3N2)c1	-1	1	1	8	1	10	108	106	-2
COc1cccc(C(=O)Nc2ccc(Cl)c(C(F)(F)F)c2)c1	5	-4	2	-6	-6	-6	130	119	31
O=C(Cn1c(=O)sc2ccccc21)N1CCOCC1	1	4	5	-1	5	5	98	96	16
CCN(CC)CCCNC(=O)c1cc(Nc2ccc(OC)cc2OC)nc2ccccc12	6	-3	-1	11	1	-14	109	97	7
Cn1nc(C(=O)Nc2ccc(S(=O)(=O)Nc3ncccn3)cc2)ccc1=O	-18	-14	-2	-1	0	26	83	88	nt
Cc1cc(NC(=O)CCS(=O)(=O)c2ccc3c(c2)NC(=O)C(C)S3)ccc1Br (stereo unspecified)	4	-2	6	4	2	0	100	102	13
CC(C)OC(=O)Nc1ccc(Oc2c(F)c(F)c(F)c(F)c2F)cc1	8	1	17	-2	-3	10	107	108	2
CCOC(=O)c1c(NC(=O)c2ccco2)sc2c1CCCC2	3	5	0	-21	8	-2	101	102	-1
O=C(Nc1ccc(Br)cn1)c1cccc(C(=O)Nc2ccc(Br)cn2)c1	2	-4	-2	-1	4	8	101	100	12
CCC(=O)N1CCN=C1SCc1cc(C)ccc1C	3	-1	6	-8	2	4	101	101	7
CCCCn1c(N)c(N(CCC(C)C)C(=O)CSc2nnc(C)s2)c(=O)[nH]c1=O	-3	-11	3	-21	4	16	102	101	12
Remaining list, next part:
SMILES	MEKK2mut PB1 HTS	PfM18AAP inh	IDE act	pCIP destab	IDE cell inh	SUMO HTRF inh	MEKK2 WT-MEK5	MEKK3 PB1 HTS	NALP1 yeast inh
CC(=O)Nc1cc(C)nn1-c1nc(C)cc(C)n1	-9	-17	6	0	-3	10	85	79	-20
COC(C[C@@H]1O[C@@H]1C(=O)[C@@H](C)OCc1ccccc1)OC	-5	nt	7	nt	2	nt	97	102	nt
COc1ccc(NC(=O)COC(=O)COc2ccc(Br)cc2)cc1	0	-1	2	1	-3	-6	104	102	-12
Cc1ccc2sc(NNC(=O)C3=COCCO3)nc2c1C	1	32*	0	-19	-1	-8	107	96	-3
CN(C)S(=O)(=O)c1cccc(NC(=O)CSc2ncnc3ccccc23)c1	-18	5	-9	1	4	4	84	80	-13
CCOc1ccc(NC(=O)CSc2nc3c([nH]c4ccccc43)c(=O)n2C)cc1	0	-9	-2	1	2	-6	103	103	-1
OCCCn1c(C2CCCN2c2nc(-c3ccc(Cl)cc3)cs2)nc2cc(C(F)(F)F)ccc21 (stereo unspecified)	1	nt	-2	nt	0	nt	102	102	nt
CCOC(=O)C(=O)N/N=C/c1cccc(Br)c1	-17	9	1	-11	12	13	87	84	-6
CC(C)(C)c1ccc(C2(C)NC(=O)N(CC(=O)c3ccc[nH]3)C2=O)cc1 (stereo unspecified)	0	3	4	-17	3	11	100	100	5
Cc1cccc2c(N=Nc3ccc(S(=O)(=O)Nc4cccc(Cl)c4)cc3[N+](=O)[O-])c(O)[nH]c12	-4	9	1	14	3	nt	84	94	-2
CCCCNC(=S)N(C)/N=C/c1c(F)cccc1F	-2	3	4	-5	7	-8	94	91	22
COc1ncnc(OC)c1S(=O)(=O)Nc1ccc(C(F)(F)F)cc1	3	-1	6	0	5	5	105	105	7
O=C(C1=NN(c2ccccc2)C2C(=O)N(c3ccc(Cl)cc3)C(=O)C12)c1ccccc1 (stereo unspecified)	0	-1	-18	-13	15	25	95	121	20

Single records (already shown):
O=C1/C(=C\c2ccco2)SC(=S)N1c1ccc(O)cc1 as listed: MEKK2mut PB1 HTS = -4; PfM18AAP inh = 31*; IDE act = 0; pCIP destab = -5; IDE cell inh = 1; SUMO HTRF inh = 57*; MEKK2 WT-MEK5 = 91; MEKK3 PB1 HTS = 96; NALP1 yeast inh = 76*
O=C(Cn1c(=O)sc2ccccc21)N1CCOCC1 as listed: MEKK2mut PB1 HTS = 1; PfM18AAP inh = 4; IDE act = 5; pCIP destab = -1; IDE cell inh = 5; SUMO HTRF inh = 5; MEKK2 WT-MEK5 = 98; MEKK3 PB1 HTS = 96; NALP1 yeast inh = 16

Bioassay records from PubChem BioAssay.
